TSG101-PTAP inh: qHTS Assay for Iinhibitors of HIV-1 Budding by Blocking the Interaction of PTAP/TSG101 | Fluorescence polarization, FITC-PTAP peptide / Tsg101 binding | Potency, µM (top dose mostly 115 µM), inactives show at the top dose activity change, negative = inhibition, most hits filed as inhibitors | 340,000 tested, under 10 active | AID 493005, 2010; active = well fitted inhibition curve with a large enough effect in the main read-out, with a control signal flat, not every such curve was filed as active; inconclusive = small, poorly fitted or top-dose-only effect, or effect the other way, or a change in a side signal; inactive = no such curve, though single readings can be large or run the other way; also: potency is read from the fitted curve at half-maximal effect; % of control where 0% means no effect
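Fluorescence anisotropy tracks displacement of a FITC-tagged PTAP peptide (50 nM) from the Tsg101 binding domain (10 uM), following a 20 min room-temperature incubation at pH 7.5.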
Integrin act MD: qHTS for Activators of Integrin-Mediated Alleviation for Muscular Dystrophy; Potency, µM (series often up to 38.3 µM), for the others: at the top dose activation, most hits filed as activators; 350,000 tested, 0.064% active; AID 624291, 2012; alpha7betagal myoblasts, beta-gal FDG fluorescence, 48 h;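 also: potency is read from the fitted curve at half-maximal effect; 100% = response of the positive control SU9516; nearly all actives have a fitted effect of over 60% in size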
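Alpha7betagal+/- myoblasts (passage 13) were plated 16-24 hr, then exposed to compounds (1:260 dilution of DMSO stock) for 48 hours at 37C. After MPER lysis, β-galactosidase reporter activity was read as FDG fluorescence (ex 480/em 540) after 30 minutes.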
B2AR arrestin: qHTS assay of beta-arrestin-biased ligands of beta2-adrenergic receptor; Potency, µM (series often up to 46.1 µM), for the others: top-dose activation, hits mostly activators; Beta-2 adrenergic receptor (Homo sapiens), P07550; beta-arrestin recruitment to beta2AR, cell-based reporter; 330,000 tested, 0.02% active;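 also: potency is read from the fitted curve at half-maximal effect; 0% = DMSO controls and full agonism = EC100 isoproterenol or metaproterenol; nearly all actives have a fitted effect of over 65% in size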
p53 reactivator: qHTS assay for re-activators of p53 using a Luc reporter. H1299 p53-A138V BP100-luciferase reporter, luminescence, 24 h. Potency, µM (doses to about 92.2 µM), for the others: at the top dose activity change, positive = activation, most hits filed as activators. 320,000 tested, 0.063% active; also: potency is read from the fitted curve at half-maximal effect; % of control where 0% means no effect; nearly all actives have a fitted effect of over 45% in size
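p53-null H1299 cells stably carrying temperature-sensitive p53-A138V and a BP100-luciferase reporter were pinned with compounds (4-point, 1:5 series) and held 24 hrs at 37 deg C. Luminescence was read 10 min after detection reagent.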
TRPV1 agonist: HTS Assay for Compounds that Act as Agonists of the Vanilloid Receptor 1 | TRPV1-expressing cells, Fluo-8 calcium influx, agonist mode | AID 540275, 2011 | activation, % at 8.33 µM | 320,000 tested, 0.19% active; in the data active = activation above about 80%; inconclusive = between about 30% and that limit; also: 0% is about no effect
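Cells expressing TRPV1 were dye-loaded with Fluo-8 and read kinetically: 10 s baseline, 3 min after compound (agonist portion), then 2 min after EC20 capsaicin (allosteric enhancer portion). Calcium-bound dye fluorescence at 480/520 nm.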
A-T KAP1 phos: qHTS Assay for Identifying a Potential Treatment of Ataxia-Telangiectasia | […] A-T fibroblasts, KAP-1 phosphorylation AlphaLISA; neocarzinostatin DNA damage 30 min before lysis | Potency, µM (highest dose often 57.5 µM), for inactives: top-dose activation, hits mostly activators | 320,000 tested, 0.19% active; also: potency is read from the fitted curve at half-maximal effect; % of control where 0% means no effect; nearly all actives have a fitted effect of over 45% in size
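hTERT-immortalized A-T patient fibroblasts ([…]), 500 cells/well in OPTI-MEM, 1% FBS, got compounds for 60 min, then NCS for 30 min at 37C. Lysates were then assayed for phospho-KAP-1 by AlphaLISA (anti-pKAP1 donor, anti-KAP1 acceptor beads), 6 hr at 25C.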
CXXC DNA block: qHTS Fluorescence Polarization Assay for Inhibitors of MLL CXXC domain - DNA interaction; 290,000 tested, 0.037% active; MLL-CXXC / FITC-HOXA9 DNA fluorescence polarization; AID 2662, 2010; Potency, µM (top dose mostly 115 µM), inactives show top-dose activity change, negative = inhibition, actives largely listed as inhibitors; active = well fitted inhibition curve with a large enough effect in the polarisation, with a control signal flat, not every such curve was filed as active; inconclusive = small, poorly fitted or top-dose-only effect, or effect the other way, or a change in a side signal; inactive = no such curve, though single readings can be large or run the other way; the % refers to the polarisation; also: potency is read from the fitted curve at half-maximal effect
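Fluorescence polarization: 7 uM MLL-CXXC (stock) preincubated 5 min with compounds, then 50 nM fluorescein-HOX-A9 DNA (stock) added; 30 min ambient. Buffer 50 mM Tris-HCl pH 7.5, 50 mM NaCl, 1 mM DTT, 0.05% BSA.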
TCR activator: Activators of T cell receptors: qHTS campaign | AID 504894, 2011 | 330,000 tested, under 10 active | primary human leukocytes, anti-CD3, IL-2 HTRF, 48 h | Potency, µM (top dose mostly 9.22 µM), inactives show at the top dose activation of IL-2 secretion, usual class: activators; also: % of control where 0% means no effect
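IL-2 release read by HTRF sandwich (Eu cryptate donor, d2 acceptor, 665 nm emission) after 48 hr exposure of primary human leukocytes to compound together with anti-CD3 beads in the absence of co-stimulatory signals.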
ELG1 repair inh: qHTS screen for small molecules that inhibit ELG1-dependent DNA repair in human embryonic kidney (HEK293T) cells expressing luciferase-tagged ELG1; HEK293T ELG1-luciferase reporter, luminescence, 16 h; DNA damage induced by 5-fluorouridine; Potency, µM (doses to about 46.1 µM), for inactives: top-dose activity change, negative = inhibition, hits mostly inhibitors; 330,000 tested, 2.3% active; AID 504467, 2011; also: potency is read from the fitted curve at half-maximal effect; % is scaled to controls: 0 for no effect and ±100 for the full control effect; nearly all actives have a fitted effect of over 55% in size
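5-Fluorouridine DNA damage + compound/DMSO, 2,000 cells/well, 16 h, 37 °C/5% CO2. ONE-Glo, 30 min RT, luminescence. Readout = decrease in reporter signal.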
BRCA1 expr up: qHTS Assay to Identify Small Molecule Activators of BRCA1 Expression; Potency, µM (doses to about 46.1 µM), without a hit: top-dose activation, hits mostly activators; MCF7-BRCA1-FFLuc reporter, luminescence, 48 h; response scale: scaled: vehicle 0%, 10 µM genistein 100%; 380,000 tested, 1.1% active; AID 624202, 2012; also: potency is read from the fitted curve at half-maximal effect; nearly all actives have a fitted effect of over 80% in size; some results filed as inactive show a strong effect at the top dose
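MCF7-BRCA1-FFLuc, 2000 cells/well; 2 h attach, 37 °C/5% CO2; compound 48 h; luciferase substrate 15 min; luminescence end-point. Norm. to genistein 10 microM max activation and DMSO; concentration-response curves fitted.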
Active calls of the source: *; ? = inconclusive; nt = not tested or not shown; [ ] = remark or other dose. Unless noted, calls follow the shape of the dose curve; as a rule, active = well fitted curve in the direction sought with a large enough effect; inconclusive = small, poorly fitted or top-dose-only effect, or another doubt; inactive = no such curve, though single readings can be large; an effect the other way counts as inactive or inconclusive.

SMILES	TSG101-PTAP inh	Integrin act MD	B2AR arrestin	p53 reactivator	TRPV1 agonist	A-T KAP1 phos	CXXC DNA block	TCR activator	ELG1 repair inh	BRCA1 expr up
CCOc1ccc(C(=O)NC(=S)Nc2cccc(NC(=O)c3ccco3)c2)cc1[N+](=O)[O-]	1%	-23%	0.4%	0%	4	-2%	6%	1%[46.1 µM]	23µM*	-19%
NC(=O)Cn1cnc2nc3n(c2c1=O)CCC3	-1%	12%	-1.1%	-2%	-2	-2%	2%	-27%	0%	-3%
CCOc1ccccc1N(CC(=O)NCC1CCCO1)C(=O)CCC(=O)Nc1ccccn1 (stereo unspecified)	-2%	10%	0.1%	5%	8	0%	-5%	4%	-2%	16%
O=C1c2ccccc2NC(c2ccccc2O)N1NS(=O)(=O)c1ccccc1 (stereo unspecified)	-1%	-1%	0.0%	-1%	-2	0%	1%	1%	21%	11%
O=c1cc(-c2ccccc2F)oc2ccccc12	-4%	-2%	-0.6%	?	25	nt	-5%	0%[46.1 µM]	?	13µM*
NC(=O)c1ccc(N2CCN(c3ccc(O)cc3)CC2)c([N+](=O)[O-])c1	-2%	-58%[inhibitor]	0.0%	-2%	-1	-3%	11%	-2%	4.1µM*	-48%
Cc1ccc(C(=O)NCC(=O)N2CCC(Cc3ccccc3)CC2)cc1	-2%	7%	-0.5%	-5%	?	5%	10%	-1%	0%	1%
Cc1cc2cc(C)c(NCCNC(=O)c3ccccc3F)nc2cc1C	-3%	-14%	0.1%	-6%	16	11%	2%	2%	-17%	-13%
Cn1c(=O)[nH]c(=O)c2c1nc(SCCO)n2CC(O)COc1ccccc1 (stereo unspecified)	-2%	1%	0.1%	2%	-4	-2%	5%	-5%	-13%	-7%
COc1cccc(/C=C2\SC(=O)N(CCC(=O)NCCCn3ccnc3)C2=O)c1	-7%	?	0.0%	25%	-5	-3%	-4%	8%	?	16%
O=C(Nc1ccc(N2CCOCC2)cc1Cl)C1CCN(C(=O)OCc2ccccc2)CC1	-5%	0%	0.5%	2%	4	10%	15%	8%	?	30%
O=C(NCc1ccccc1)C1CCCN(S(=O)(=O)c2ccc(-n3cnnn3)cc2)C1 (stereo unspecified)	0%	1%	0.4%	-3%	1	-5%	?	0%	6%	0%
O=C(CNC(=O)c1ccc(Cl)cc1)N/N=C/C=C/c1ccccc1	-6%	16%	0.4%	9%	-3	0%	4%	1%[46.1 µM]	5%	-5%
C[C@H]1NC(=O)[C@]2(C)[C@@H](c3ccccc3)[C@H]3COc4ccccc4[C@@H]3N2C1=O	-1%	14%	nt	nt	nt	nt	nt	0%	nt	13%
Cc1nc(SCC(=O)NCC2CCCO2)c2cc(-c3ccccc3)sc2n1 (stereo unspecified)	-3%	-11%	-0.2%	?	9	5%	nt	1%	7%	?
Cc1ccc(/C=C/C(=O)OCC(=O)Nc2cccc(S(=O)(=O)N(C)C)c2)o1	-5%	-12%	-1.2%	4%	0	-13%	-5%	2%[46.1 µM]	-13%	-12%
Cc1c2c(n3c(nc4ccccc43)c1C#N)N(CCN(C)C)CC2	0%	-19%	-0.2%	-5%	1	16%	9%	-12%	-11%	15%
CCOc1ccc(C(=O)NCC(=O)N2CCN(C/C=C/c3ccccc3)CC2)cc1OCC	-4%	-22%	0.0%	-4%	1	3%	nt	11%	-8%	-30%
COC(=O)Cn1c(C(F)(F)F)nc2ccccc21	-3%	-10%	-1.4%	5%	4	-4%	-3%	0%[46.1 µM]	2%	-1%
O=C(/C=C/c1ccccc1)N(Cc1cccc(Cl)c1)C1CCS(=O)(=O)C1 (stereo unspecified)	-4%	0%	-0.8%	-3%	15	-3%	9%	5%	-28%	-3%
CC(C)NC(=O)c1ccc2c(c1)N(Cc1ccccc1)C(=O)C(C)(C)O2	-3%	9%	0.5%	nt	?	-3%	-3%	5%	-12%	-34%
Cc1nnc(Sc2nc3c(c(=O)n(C)c(=O)n3C)n2Cc2ccc(Cl)cc2)s1	0%	15%	-2.4%	-13%	-1	4%	-2%	-1%[46.1 µM]	-22%	-11%
O=C(CN1CCCCC1)Nc1ccccc1NC(=O)CN1CCCCC1	0%	-3%	-1.2%	?	1	5%	3%	-2%	14%	-9%
CC(C)Nc1nc(SCC(=O)Nc2ccccc2)nc(N2CCOCC2)n1	0%	-2%	-0.2%	11%	nt	-2%	1%	-6%	-7%	2%
Cc1cccc(N(C(=O)c2csnn2)C(C(=O)NC(C)(C)C)c2ccncc2)c1 (stereo unspecified)	-2%	31%	0.5%	1%	1	7%	-4%	6%	0%	0%
Cc1ccc(S(=O)(=O)N2CCCC(c3nnc4n3-c3ccccc3SC4)C2)cc1 (stereo unspecified)	-3%	-20%	-0.1%	-16%	11	-8%	-7%	-1%	?	-1%
N#C/C(=C\C=C\c1ccccc1)C(=O)NCc1cccnc1	-8%	-51%[inhibitor]	-0.2%	1%	?	4%	-7%	4%	?	-72%
Cc1ccc(/C=C2/C(=N)N3N=C(CC(=O)N4CCCC4)SC3=NC2=O)o1	-12%	15%	0.1%	0%	1	5%	4%	-2%	20%	-8%
CNS(=O)(=O)c1ccc(NC(=O)c2ccccn2)cc1	0%	7%	-0.6%	?	-1	-2%	2%	-5%[46.1 µM]	?	?
O=C1CCC([N+](=O)[O-])C(c2cccc([N+](=O)[O-])c2)N1 (stereo unspecified)	0%	-22%	-0.1%	1%	2	-1%	1%	-1%	?	-11%

A different layout for 2 compounds above.
The line under a structure holds: TSG101-PTAP inh | Integrin act MD | B2AR arrestin | p53 reactivator | TRPV1 agonist | A-T KAP1 phos | CXXC DNA block | TCR activator | ELG1 repair inh | BRCA1 expr up
CC(C)Nc1nc(SCC(=O)Nc2ccccc2)nc(N2CCOCC2)n1
    0% | -2% | -0.2% | 11% | nt | -2% | 1% | -6% | -7% | 2%
Cc1ccc(S(=O)(=O)N2CCCC(c3nnc4n3-c3ccccc3SC4)C2)cc1 (stereo unspecified)
    -3% | -20% | -0.1% | -16% | 11 | -8% | -7% | -1% | ? | -1%

A portion of the results above, for reference:
SMILES	TSG101-PTAP inh	Integrin act MD	B2AR arrestin	p53 reactivator	TRPV1 agonist	A-T KAP1 phos	CXXC DNA block	TCR activator	ELG1 repair inh	BRCA1 expr up
N#C/C(=C\C=C\c1ccccc1)C(=O)NCc1cccnc1	-8%	-51%[inhibitor]	-0.2%	1%	?	4%	-7%	4%	?	-72%
Cc1ccc(/C=C2/C(=N)N3N=C(CC(=O)N4CCCC4)SC3=NC2=O)o1	-12%	15%	0.1%	0%	1	5%	4%	-2%	20%	-8%
CNS(=O)(=O)c1ccc(NC(=O)c2ccccn2)cc1	0%	7%	-0.6%	?	-1	-2%	2%	-5%[46.1 µM]	?	?
O=C1CCC([N+](=O)[O-])C(c2cccc([N+](=O)[O-])c2)N1 (stereo unspecified)	0%	-22%	-0.1%	1%	2	-1%	1%	-1%	?	-11%

Remaining list, next part
SMILES	TSG101-PTAP inh	Integrin act MD	B2AR arrestin	p53 reactivator	TRPV1 agonist	A-T KAP1 phos	CXXC DNA block	TCR activator	ELG1 repair inh	BRCA1 expr up
O=C(O)C1CCCCN1S(=O)(=O)c1cccc2nsnc12 (stereo unspecified)	-1%	25%	0.0%	-7%	0	-1%	5%	5%[46.1 µM]	9%	-3%
C=CCN1CC(O)=C(c2ccccc2)C1=N	0%	16%	-0.1%	2%	1	16%	-2%	-15%	13%	-3%
CCOC(=O)c1c(NC(=O)COC(=O)c2nccnc2N)sc(C(=O)N(C)C)c1C	-4%	14%	-0.2%	1%	-2	13%	nt	0%	-1%	6%
Cc1c(-c2ccccc2Br)nc2ccccc2c1C(=O)O	-1%	-1%	nt	nt	nt	nt	nt	-5%	nt	2%
COC(C(=O)Nc1ccc(C(N)=O)cc1)c1ccccc1 (stereo unspecified)	-3%	0%	-0.3%	2%	4	-2%	31%[activator]	2%	-11%	12%
O=C(NC(=O)c1ccccc1O)c1ccc2c(c1)CCO2	-8%	12%	-0.6%	-1%	-13	13%	5%	-7%	?	-1%
CC(C)(C)c1csc(NC(=O)c2ccc(Br)o2)n1	-5%	11%	-0.7%	?	?	4%	-8%	1%	?	10µM*
Oc1ccc(Br)cc1/C=N/NC(=S)NCCc1ccccc1	-5%	-38%	-0.5%	11%	0	?	0%	-6%	?	-76%
C[n+]1cccc(/C=N/NC(=O)CC23CC4CC(CC(C4)C2)C3)c1	-1%	18%	-0.4%	0%	-1	0%	-13%	0%	5%	-1%

Screening data: PubChem BioAssay, National Center for Advancing Translational Sciences (NCATS)
